MCF10A rereplic: A quantitative high throughput screen for small molecules that induce DNA re-replication in MCF 10a normal breast cells; MCF 10A DNA re-replication, Hoechst nuclear intensity, 48 h; Potency, µM (top dose mostly 46.1 µM), for inactives: top-dose activity, positive = re-replication, usual class: activators; 350,000 tested, 2.9% active; also: potency is read from the fitted curve at half-maximal effect; % of control where 0% means no effect; nearly all actives have a fitted effect of over 50% in size
HT1080 IDH1KD tx: qHTS for induction of synthetic lethality in tumor cells producing 2HG: qHTS for the HT-1080-IDH1KD cell line; 360,000 tested, 2% active; HT-1080 IDH1 knockdown viability, ATP luminescence, 48 h; Potency, µM (top dose mostly 46.1 µM), inactives show at the highest dose activity, negative = toxicity, most hits filed as cytotoxic;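 also: potency is read from the fitted curve at half-maximal effect; 0% = DMSO wells and -100% = cell-free medium wells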
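Knockdown cells (IDH1KD HT-1080) received compounds 2 h after plating at 750 cells/well and were kept 48 h at 37 °C in 5% FBS RPMI. A CellTiter-Glo luminescence read gave % activity for curve fitting.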
ATXN viability: Viability Counterscreen for Primary qHTS for Inhibitors of ATXN expression; S2 cells (HEK-293 line with an ATXN2-luciferase reporter) viability, CellTiter-Fluor protease fluorescence, 24 h; 400,000 tested, 0.49% active; Potency, µM (doses to about 56.7 µM), usual class: cytotoxic; AID 651635, 2014; also: potency is read from the fitted curve at half-maximal effect; nearly all actives have a fitted effect of over 40% in size
KB-3-1 cytotox: qHTS assay for MDR1-selective chemotherapeutics: Primary screen using the parental adenocarcinoma cell KB-3-1. 400,000 tested, 1.4% active. Potency, µM (titrated, usually from 46.1 µM), for the others: top-dose activity change, negative = cytotoxic, hits mostly cytotoxic. KB-3-1 viability, CellTiter-Glo ATP luminescence, 72 h; also: potency is read from the fitted curve at half-maximal effect; % is scaled to controls: 0 for no effect and ±100 for the full control effect; nearly all actives have a fitted effect of over 60% in size
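KB-3-1 cells, DMEM (no phenol red) + 10% FBS; compound by pin transfer, 72 h, 37 °C. Readout: CellTiter-Glo luminescence after 10 min. Data normalized, curve-fitted.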
SW480 rerep: A quantitative high throughput screen for small molecules that induce DNA re-replication in SW480 colon adenocarcinoma cells; Potency, µM (titrated, usually from 46.1 µM), for the others: top-dose re-replication activation, most hits filed as activators; AID 624297, 2012; 340,000 tested, 1.8% active; SW480 DNA re-replication, Hoechst DNA content imaging, 48 h; also: potency is read from the fitted curve at half-maximal effect; % of control where 0% means no effect; nearly all actives have a fitted effect of over 55% in size
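Hoechst fluorescence of nuclei (405 nm excitation, 500-530 nm emission) measured by plate-scanning imager after 48 hr compound exposure at 37 C; re-replication scored as increased number of nuclei with elevated intensity.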
IL-1B inflam inh: qHTS for Inhibitors of Inflammasome Signaling: IL-1-beta AlphaLISA Primary Screen; THP-1 LPS/ATP IL-1B secretion, AlphaLISA, 16 h; hits give low values; activity change, % at 57.5 µM; 360,000 tested, 4.7% active; in the data active = activity change below about -50%; inconclusive = mostly about -30% to -49%; also: % is scaled to controls: 0 for no effect and ±100 for the full control effect
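Secreted IL-1B measured by AlphaLISA bead assay after 16 h compound exposure of THP-1 cells; compounds (final up to 57.5 uM) added 1 h before LPS (250 ng/mL) and ATP (1.25 mM) stimulation; lower signal means less secretion.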
HT1080NT lethal: qHTS for induction of synthetic lethality in tumor cells producing 2HG: qHTS for the HT-1080-NT fibrosarcoma cell line. HT-1080-NT fibrosarcoma viability, CellTiter-Glo ATP luminescence, 48 h. Potency, µM (top dose mostly 46.1 µM), without a hit: at the top dose activity, negative = less viability, actives largely listed as cytotoxic. 360,000 tested, 1.6% active. AID 686970, 2013;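 also: NT is the 2HG producing partner of a matched IDH1 knockdown line; potency is read from the fitted curve at half-maximal effect; 0% = DMSO-treated cells and -100% = media-only wells without cells; nearly all actives have a fitted effect of over 55% in size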
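A 48-hour cytotoxicity screen used HT-1080-NT cells plated 2 hours before compound delivery. ATP-based CellTiter-Glo luminescence measured viability, normalized to DMSO and no-cell controls.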
KB-V1 cytotox: qHTS assay for MDR1-selective chemotherapeutics: Primary screen using the drug-selected MDR subline cells KB-V1; KB-V1 MDR cells viability, CellTiter-Glo, 72 h; 400,000 tested, 3.4% active; Potency, µM (titrated, usually from 46.1 µM), for the others: at the top dose activity change, negative = cytotoxicity, most hits filed as cytotoxic; also: potency is read from the fitted curve at half-maximal effect; % is scaled to controls: 0 for no effect and ±100 for the full control effect; nearly all actives have a fitted effect of over 60% in size
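Luminescent ATP read-out (CellTiter-Glo, 10 min) measures survival of drug-selected KB-V1 MDR cells after 72 h, 37 degrees C compound exposure. Medium: phenol-red-free DMEM, 10% FBS. Values from fitted concentration-response curves.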
ATXN2 expr inh: Primary qHTS for Inhibitors of ATXN expression; 360,000 tested, 0.72% active; HEK-293 ATXN2-luciferase reporter, luminescence, 24 h; Potency, µM (doses to about 57 µM), without a hit: at the top dose activity change, negative = inhibition, hits mostly inhibitors; also: potency is read from the fitted curve at half-maximal effect; % is scaled to controls: 0 for no effect and ±100 for the full control effect; nearly all actives have a fitted effect of over 55% in size
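qHTS (up to 57 uM final) was run with 24 h compound exposure of reporter cells at 37 °C. Each well was multiplexed: SteadyGlo luminescence measured ATXN2-luciferase expression after a fluorogenic Gly-Phe-AFC viability readout (25 uM final).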
* marks the source's active call; other numbers are inactive results; i = inactive; u = inconclusive; x = not tested or not shown; ! = repeats disagree; [ ] = dose if it differs, or a comment. Unless noted, calls follow the shape of the dose curve; as a rule, active = well fitted curve in the direction sought with a large enough effect; inconclusive = small, poorly fitted or top-dose-only effect, or another doubt; inactive = no such curve, though single readings can be large; an effect the other way counts as inactive or inconclusive.

SMILES	MCF10A rereplic	HT1080 IDH1KD tx	ATXN viability	KB-3-1 cytotox	SW480 rerep	IL-1B inflam inh	HT1080NT lethal	KB-V1 cytotox	ATXN2 expr inh
Nc1c(C(=O)Nc2ccc(Cl)cc2)oc2ccccc12	2%	-4%	i	-31%	3%	-6	-5%	-12%	113%[activator]
O=C(COC(=O)c1cncc(Br)c1)NC1CCCCCC1	0%	-13%	i	8%	-5%	30	3%	u	3%
CC(=O)Nc1ccc2[nH]c3ccccc3c2c1	-12%	-4%	i	1%	-7%	-18	0%	u	9%
Cc1nonc1OCC(C)(COc1nonc1C)NC(=O)c1ccc(Cl)cc1	-1%	-28%	i	u	0%	-10	u	4.1µM*	-20%
N#Cc1cccnc1N1CCN(C(=O)c2cccs2)CC1	4%	2%	i	6%	-6%	-5	13%	-10%	-2%
Cc1noc(C)c1C(=O)NC1=NCCS1	10%	-4%	i	-10%	0%	5	-1%	u	0%
CC(C)CN(C(=O)CSc1nncn1-c1ccccc1)c1c(N)n(CC(C)C)c(=O)[nH]c1=O	2%	4%	i	0%	-7%	2	1%	0%	-22%
Cc1cccc(N2CCN(C(C(=O)NCc3ccccc3)c3ccc(C(F)(F)F)cc3)CC2)c1C (stereo not given)	x	9%	x	-7%	x	8	11%	-23%	x
CCCC(=O)NNc1cc(=O)c2c(=O)n(C)c(=O)n(C)c2[nH]1	0%	9%	i	-5%	-2%	2	12%	13%	-3%
O=C(CCN1C(=O)c2ccccc2C1=O)Nc1ccc(-c2nc3ccccc3o2)cc1	0%	27%	i	8%	-5%	-8	12%	30%	11%
COCc1[nH]nc2c1C1(C(=O)Nc3ccc(F)cc31)C(C#N)=C(N)O2 (stereo not given)	-1%	11%	i	-1%	0%	-5	6%	18%	-7%
O=C(COC(=O)c1ccc(CO)cc1)c1ccc(S(=O)(=O)N2CCCCC2)cc1	8%	9%	i	11%	-18%	16	-1%	0%	x
O=c1[nH]c2ccccc2nc1NCc1ccccc1	2%	-15%	i	-6%	2%	-24	-5%	4%	24%
Cc1sccc1/C=N/NC(=O)c1ccco1	-2%	3%	i	7%	-8%	-22	-11%	21%	9%
CCCNC(=O)Cn1c(-c2ccc(F)cc2)cc(C(=O)OCC)c1C	0%	10%	i	-4%	-19%	-7	24%	-26%	-15%
O=C(Nc1cc(=O)[nH]c2nc(-c3ccccc3)nn12)c1ccccc1Cl	11%	-1%	i	-2%	-8%	38	9%	2%	0%
COC(=O)c1ccc(CSc2ccccc2NC(=S)Nc2cccc(SC)c2)o1	x	u	u	-10%	x	28	u	u	x
COc1ccc(C(CC(=O)Nc2ccc(F)c(Cl)c2)N2Cc3ccccc3C2=O)cc1OC (stereo not given)	x	x	i	-7%	x	x	x	18µM*	-9%
O=C(COC(=O)Cc1cccs1)Nc1cccc(S(=O)(=O)N2CCOCC2)c1	-4%	0%	i	2%	u	-13	6%	28%	0%
CCOC(=O)C1=C(COC(=O)c2ccc(OC(C)C)cc2)NC(=O)NC1C (stereo not given)	-11%	2%	i	-9%	-5%	-29	3%	-23%	7%

Reprinted at random: two compounds from above.
SMILES	MCF10A rereplic	HT1080 IDH1KD tx	ATXN viability	KB-3-1 cytotox	SW480 rerep	IL-1B inflam inh	HT1080NT lethal	KB-V1 cytotox	ATXN2 expr inh
O=C(Nc1cc(=O)[nH]c2nc(-c3ccccc3)nn12)c1ccccc1Cl	11%	-1%	i	-2%	-8%	38	9%	2%	0%
CC(C)CN(C(=O)CSc1nncn1-c1ccccc1)c1c(N)n(CC(C)C)c(=O)[nH]c1=O	2%	4%	i	0%	-7%	2	1%	0%	-22%

Other structures
SMILES	MCF10A rereplic	HT1080 IDH1KD tx	ATXN viability	KB-3-1 cytotox	SW480 rerep	IL-1B inflam inh	HT1080NT lethal	KB-V1 cytotox	ATXN2 expr inh
Cc1noc(C)c1C(=O)Nc1sccc1C(N)=O	-6%	0%	i	3%	u	-26	3%[9.24 µM]	-27%	8%
COc1ccc2sc(-c3ccccc3OC)c(-c3ccc(O)cc3)c2c1	16µM*	-11%	u	10%	2%	-3	-15%	0%	u
Cc1ccccc1N/C(=N/S(=O)(=O)c1cc(F)ccc1F)c1ccccc1	3%	5%	i	9%	9%	-26	16%	-14%	1%
CCN(CC)CCNC(=O)Cn1cnc2sc(C)c(S(=O)(=O)N3CCOCC3)c2c1=O	-2%	7%	i	-3%	-8%	15	16%	8%	6%
COc1ccc(S(=O)(=O)NC2CC(=O)N(c3cccc(F)c3)C2)cc1OC (stereo not given)	-1%	10%	i	8%	1%	14	3%	6%	8%
Cc1c(Cc2ccc3c(c2)OCO3)sc(NC(=O)C2CC2)c1C(N)=O	6%	-21%	i	0%	-1%	-19	-1%	-7%	-22%
Cc1ccc(CSCCNC(=O)CN(c2cc(C)ccc2C)S(C)(=O)=O)cc1	-8%	1%	i	-10%	19%	u	0%	-33%	-5%
CCOC(=O)COc1cccc2c(=O)n(CC(=O)N3CCN(C(=O)OCC)CC3)ccc12	-3%	20%	i	-2%	-1%	-13	14%	1%	-3%
O=C(NCCC(=O)N1CCN(c2ccccc2F)CC1)c1ccco1	-1%	-5%	i	16%	18%	-10	-1%	-19%	4%
Cc1ccccc1NC1=C/C(=N\S(=O)(=O)c2cccs2)c2ccccc2C1=O	u	7.3µM*	6.3µM*	u	4.1µM*	-94*	5.8µM*	7.3µM*	7.9µM*
CCCN(CCC)C(=O)Cn1c(=O)n(-c2ccc(CC)cc2)c(=O)c2ccc(C(=O)NCCc3ccccc3)cc21	x	x	i	13%	x	x	x	u	12%
Cc1cccc(-c2ncc(CN3CCN(C4CCCC4)C(CCO)C3)cn2)c1 (stereo not given)	14%	-19%	i	7%	u	4	-22%	u	19%
CSc1ncccc1C(=O)N1CCCC(C(=O)c2cc(F)ccc2F)C1 (stereo not given)	4%	1%	i	-16%	-7%	5	1%	u	x
COc1cccc(NC(=O)COC(=O)/C=C/c2ccco2)c1	-2%	-7%	i	-1%	-8%	20	-8%	9%	x
COc1ccccc1C(=O)NC(=O)CSc1nnnn1C	0%	0%	i	-1%	-5%	11	7%	4%	x
COc1ccc(N2CCN(C(=O)CN3C(=O)NC4(CCCCCC4)C3=O)CC2)cc1	-1%	0%	i	5%	u	0	-11%[9.24 µM]	-14%	-21%
C/C(=N/NC(=O)c1cccs1)c1cccs1	3%	8%	i	6%	-1%	-14	-1%	0%	39%[activator]
c1ccc(COc2ccccc2CNC23CC4CC(CC(C4)C2)C3)cc1	23%	16µM*	x	u	u	-95*	13µM*	u	16µM*
CN(CC(=O)Nc1ccccc1Cl)C1CCS(=O)(=O)C1 (stereo not given)	-3%	7%	x	0%	0%	27	2%	-1%	x
CCC(CC)C(=O)N1CC(=O)Nc2ccc(F)cc2C1c1ccccc1 (stereo not given)	-1%	8%	i	-2%	6%	14	-1%	5%	x
CC(=O)c1ccc(NC(=O)CSC2=Nc3ccccc3N=C(c3ccc(F)cc3)C2)cc1	x	x	i	7%	x	x	x	-8%	15%
Cc1cccnc1Nc1nc(-c2ccc(O)cc2O)cs1	u	u	i	-23%	-3%	-19	u	u	65%[activator]
c1ccc(-c2csc(N3CCc4ccccc4C3)n2)cc1	u	20%	i	0%	12%	11	22%	-5%	91%[activator]
CC(C)C(c1nnnn1Cc1ccccc1)N(CCCO)Cc1cc2cc3c(cc2[nH]c1=O)OCO3 (stereo not given)	1%	-2%	i	-2%	0%	-60*	-3%	4%	-11%
CC(C)OC(=O)N(C)C[C@@H]1OCc2ccccc2-c2c(n(C)c3ccccc23)C(=O)N([C@@H](C)CO)C[C@H]1C	x	0%	i	10%	x	13	12%	0%	1%
S=C(NCc1ccccc1)NCc1ccccn1	-1%	-3%	i	1%	-9%	1	0%	-4%	-23%
C/C(=N\NC(=O)CC1(C)OCCO1)c1cccs1	6%	6%	i	-2%	-4%	2	13%	-14%	7%
COc1ccc(SC[C@H](C)CN2CC[C@H](NC(=O)OCc3ccccc3)CCC2=O)cc1	u	-15%	i	15µM*!	0%	28	-1%	12µM*!	-25%
O=C(O)COc1ccccc1/C=N/NC(=O)C(O)c1ccccc1 (stereo not given)	0%	4%	i	u	1%	-6	11%	u	-10%
CC(NC(=O)Nc1ccc(Cl)cc1)c1ccc2c(c1)OCO2 (stereo not given)	4%	u	i	u	2%	-10	-9%	15%	6%
COc1ccc(C(=O)N2CCCC(O)C2)cc1OC1CCN(C(C)C)CC1 (stereo not given)	-3%	11%	i	15%	-3%	20	13%	0%	4%
CCN(CC)c1ccc(NS(=O)(=O)c2ccc(-c3coc(C)n3)cc2)c(C)c1	x	x	i	1%	x	x	x	u	-22%
COc1cccc(-c2sc3ccccc3c2-c2ccc(OCCN3CCCC3)cc2)c1	u	u	u	u	u	-23	u	u	28µM*
CC1=NNC(=O)C1C(c1cccc(O)c1)C(C#N)C#N (stereo not given)	0%	5%	i	16%	-27%	-20	-15%	-3%	x
Cn1c(=O)c2c(ncn2CC(COCc2ccc(Cl)cc2)OCc2ccc(Cl)cc2)n(C)c1=O (stereo not given)	1%	u	u	u	4%	-14	-20%	u	-36%
CCCC(=O)Nc1ccccc1NC(=O)c1cc(OC)c(OC)c(OC)c1	7%	-4%	i	-8%	-2%	2	-1%	-13%	5%

High-throughput results from PubChem BioAssay.
